High-throughput results: PubChem BioAssay, several laboratories
Pf gamet viab: inhibitors of late stage P. falciparum gametocyte viability; 150,000 compounds, 0.065% hits; AID 743093; P. falciparum stage V gametocytes, ATP luminescence, 24 h; inhibition, % at 10.9 µM;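 active = inhibition above the mean plus 3 SD of compounds within the control limits, set per campaign, cut at about 38% in these data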;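 also: 0% = DMSO wells and 100% = medium only without gametocytes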
Avidin bead fluor: compound fluoresces at 488/530 nm on avidin beads; fluorescence (KMESF) at 10 µM; 220,000 compounds, 0.38% hits; compound fluorescence 488/530 nm, flow cytometry; hits give high values; in the data active = fluorescence above about 47; also: inactives centre near 10
Starred values were filed as active, the others as inactive; / = not tested or not shown.

SMILES	Pf gamet viab	Avidin bead fluor
CCCCn1c(=O)c(C(=O)Nc2cccc(C)c2)c(O)c2ccccc21	9.2	/
CC1=C2C(=O)C3C(CC=C4CC(O)CCC43C)C2CCC12OC1CC(C)CNC1C2C (stereo not given)	-16.2	/
CC1=Nc2ccccc2/C1=C/c1c(O)n(C)c(=O)[nH]c1=O	-21.2	/
Cc1cc(N=Nc2ccccc2C)ccc1N	-37.1	/
CC(C)COc1ccc(Cc2c(O)[nH]c(=S)[nH]c2=O)cc1	-10.6	/
COc1cc(OC)c([C@H]2C=C(C)[C@H]3C[C@@H]2C3(C)C)c(OC)c1	-13.0	/
C=CCn1c(O)c(/C(C)=N/N2CCN(C)CC2)c(=O)[nH]c1=O	-33.6	/
O=C(Cc1ccccc1)N1CCN(Cc2ccc(F)cc2)CC1	-18.3	/
COC(=O)C1=C(c2ccc(OCc3ccccc3)cc2)C[C@@H]2CC[C@H]1N2C(=O)NCc1ccc(N(C)C)cc1	-3.7	/
Cc1ccccc1-c1nc2ccccc2c(=O)n1C	4.0	/
COC(=O)C1=C(c2ccc(F)cc2OCc2ccccc2)C[C@@H]2CC[C@H]1N2C(=O)NCc1ccc([N+](=O)[O-])cc1	23.1	/
COC(=O)C1=C(c2ccc(S(C)(=O)=O)cc2)C[C@@H]2CC[C@H]1N2C(=O)NCC1CC1	12.5	/
CCCCCn1c(=O)c(C(=O)NCCc2ccccc2)c(O)c2ccccc21	-3.2	/
CCOc1ccc(CN2CCN(C(=O)Cc3ccccc3)CC2)cc1	-8.8	/
Cc1cnc(NC(=O)CN2CCCCC2)s1	7.5	/
O=C1NC(=O)C(=Cc2ccc(-c3ccc(F)cc3O)o2)C(=O)N1	1.7	/
COc1ccc(C(=O)C2CCCN(CCO)C2)c(C)c1 (stereo not given)	-3.4	/
COc1ccc(Br)cc1CNCCc1ccc2c(c1)OCO2	-8.2	/
Brc1ccccc1CNCCc1ccc2c(c1)OCO2	-0.9	/
COc1cccc(CN2CCNCC2)c1OC	-4.2	/
O=C(c1cc(F)ccc1F)C1CCCN(Cc2cc(Cl)ccc2O)C1 (stereo not given)	7.1	/
Cc1nc2ccc(Cl)cc2c(=O)n1-c1ccccc1Cl	10.7	/
COC(=O)C1=C(c2ccccc2)C[C@@H]2CC[C@H]1N2C(=O)NCc1ccco1	20.0	/
COC(=O)C1=C(c2ccc(OC(F)(F)F)cc2)C[C@@H]2CC[C@H]1N2C(=O)NCCO	-25.3	/
C1=NCCc2c1[nH]c1ccccc21	-2.0	/
COc1cc([C@H]2OC[C@H]3[C@@H]2CO[C@@H]3c2cc(OC)c(O[C@@H]3O[C@H](CO)[C@@H](O)[C@H](O)[C@H]3O)c(OC)c2)cc(OC)c1O[C@H]1O[C@@H](CO)[C@H](O)[C@@H](O)[C@@H]1O	-6.1	/
COC(=O)C1=C(c2cc3ccccc3o2)C[C@@H]2CC[C@H]1N2C(=O)NCCNC(C)=O	15.2	/
CN1CCCC1C(O)(c1ccccc1)c1ccccc1 (stereo not given)	-1.1	/
CC(NS(C)(=O)=O)c1nnc2n1-c1ccc(Br)cc1C(c1ccccc1Cl)=NC2 (stereo not given)	-11.5	/
CC(Cc1ccccc1)NC(=O)C(c1ccc(N)cc1)c1ccc(N)cc1 (stereo not given)	-19.1	/
O=C1CC(=O)N(c2cccc(F)c2)C(=O)N1	15.3	/
COCCNC(=O)CN1C2CCC1CC(O)(c1cccnc1)C2 (stereo not given)	1.8	/
CCCCn1c(=O)c(C(=O)Nc2ccccc2Cl)c(O)c2ccccc21	0.6	/
Cc1cc(C)[n+](CCCC[n+]2c(C)cc(C)cc2C)c(C)c1	-8.5	/
COc1ccc(-c2nn(CCC#N)cc2C(=O)NCc2ccccc2)cc1OC	5.4	/
Fc1ccc(CNCCc2ccc3c(c2)OCO3)cc1	-3.1	/
COc1cccc(NC2=NCCCS2)c1	-8.8	/
O=C(NC1CC2CCCC(C1)N2)c1ccccc1 (stereo not given)	2.5	/
CN1C(=O)C(=Cc2ccc(Sc3ccccc3)o2)C(=O)N(C)C1=S	9.8	/
C[n+]1ccc(-c2ccccc2)c2ccccc21	3.0	/
COC1=C(C)C(=O)O[C@]12C(=O)C(C)=C1CCCCN3[C@H]([C@@H]4C[C@H](C)C(=O)O4)CC[C@]132	-13.3	/
CC(Cc1ccccc1)/[N+]([O-])=C\c1ccc(C(F)(F)F)cc1 (stereo not given)	13.5	/
Nc1ncn[nH]1	21.8	/
CN1CCC(O)(c2cccs2)C(C(=O)c2cccs2)C1 (stereo not given)	7.7	/
COC(=O)C1=C(c2ccccc2OCc2ccccc2)C[C@@H]2CC[C@H]1N2C(=O)NCc1ccc(F)cc1	4.6	/
CCc1nc2ccccc2c(=O)n1-c1ccccc1OC	-9.2	/
COC(=O)C1=C(c2cccc(C#N)c2)C[C@@H]2CC[C@H]1N2C(=O)NCC1CC1	9.3	/
CCN1CCN(c2nc3c(c(=O)[nH]2)CCC3)CC1	16.5	/
Fc1ccc(C[n+]2c(-c3ccccc3)cc(-c3ccccc3)cc2-c2ccccc2)cc1	-35.7	/
CN(C)C(=O)Oc1noc2cc(Cl)ccc12	-11.2	5

Profiles as entered above. Order of values: Pf gamet viab | Avidin bead fluor
COC(=O)C1=C(c2ccccc2OCc2ccccc2)C[C@@H]2CC[C@H]1N2C(=O)NCc1ccc(F)cc1 as listed: 4.6 | /
Nc1ncn[nH]1 as listed: 21.8 | /

18 of these compounds in a different format:
| compound | Pf gamet viab | Avidin bead fluor |
| --- | --- | --- |
| COCCNC(=O)CN1C2CCC1CC(O)(c1cccnc1)C2 (stereo not given) | 1.8 | / |
| CCCCn1c(=O)c(C(=O)Nc2ccccc2Cl)c(O)c2ccccc21 | 0.6 | / |
| Cc1cc(C)[n+](CCCC[n+]2c(C)cc(C)cc2C)c(C)c1 | -8.5 | / |
| COc1ccc(-c2nn(CCC#N)cc2C(=O)NCc2ccccc2)cc1OC | 5.4 | / |
| Fc1ccc(CNCCc2ccc3c(c2)OCO3)cc1 | -3.1 | / |
| COc1cccc(NC2=NCCCS2)c1 | -8.8 | / |
| O=C(NC1CC2CCCC(C1)N2)c1ccccc1 (stereo not given) | 2.5 | / |
| CN1C(=O)C(=Cc2ccc(Sc3ccccc3)o2)C(=O)N(C)C1=S | 9.8 | / |
| C[n+]1ccc(-c2ccccc2)c2ccccc21 | 3.0 | / |
| COC1=C(C)C(=O)O[C@]12C(=O)C(C)=C1CCCCN3[C@H]([C@@H]4C[C@H](C)C(=O)O4)CC[C@]132 | -13.3 | / |
| CC(Cc1ccccc1)/[N+]([O-])=C\c1ccc(C(F)(F)F)cc1 (stereo not given) | 13.5 | / |
| Nc1ncn[nH]1 | 21.8 | / |
| CN1CCC(O)(c2cccs2)C(C(=O)c2cccs2)C1 (stereo not given) | 7.7 | / |
| COC(=O)C1=C(c2ccccc2OCc2ccccc2)C[C@@H]2CC[C@H]1N2C(=O)NCc1ccc(F)cc1 | 4.6 | / |
| CCc1nc2ccccc2c(=O)n1-c1ccccc1OC | -9.2 | / |
| COC(=O)C1=C(c2cccc(C#N)c2)C[C@@H]2CC[C@H]1N2C(=O)NCC1CC1 | 9.3 | / |
| CCN1CCN(c2nc3c(c(=O)[nH]2)CCC3)CC1 | 16.5 | / |
| Fc1ccc(C[n+]2c(-c3ccccc3)cc(-c3ccccc3)cc2-c2ccccc2)cc1 | -35.7 | / |

(more compounds)
SMILES	Pf gamet viab	Avidin bead fluor
Cc1cc(OC(=O)N(C)C)nc(SCc2c(Cl)cccc2Cl)n1	26.8	3
CCCc1nnc(NC(=O)CCC(=O)N2CCC3(CC2)OCCO3)s1	-29.4	4
Cc1cccc(OCCn2cccc2/C=C2/C(=O)NC(=O)N(Cc3ccco3)C2=O)c1	-21.1	6
CN(C)C(=O)Oc1cccc(NC(=O)c2ccccc2C(F)(F)F)c1	1.7	3
CN1C(=O)NC(=O)/C(=C/c2ccc([N+](=O)[O-])o2)C1=O	-4.2	4
N#Cc1ccc(/C=C/C(=O)O)cc1	-11.2	5
CCCCn1c(O)c(/C=N/NC(=O)c2ccncc2)c(=O)[nH]c1=S	2.8	3
CCCCCCn1c(=O)c(C(=O)Nc2nc(CC(=O)OCC)cs2)c(O)c2ccccc21	5.1	5
Cc1ccc(N2C(=O)NC(=O)/C(=C/c3ccoc3)C2=O)cc1	13.4	6
C=CCn1c(O)c(C(C)=NCC2CCCO2)c(=O)[nH]c1=O (stereo not given)	7.8	10
O=C(N/N=C/c1c(O)n(Cc2ccc(F)cc2)c(=O)[nH]c1=O)c1ccccc1	-26.8	9
O=c1[nH]c(=S)[nH]c(O)c1/C=N/N1CCOCC1	-3.9	2
COP(=O)(C#Cc1ccccc1)C(O)c1ccc(Br)cc1 (stereo not given)	-8.8	6
CCOC(=O)c1ccc(N=C(c2ccccc2)c2c(O)n(C)c(=O)n(C)c2=O)cc1	14.1	6
O=P(Nc1cccc(F)c1)(Oc1ccccc1F)Oc1ccccc1F	4.1	7
BrCC1C[n+]2c(SCc3ccccc3)nc3sc4c(c3c2O1)CCCC4 (stereo not given)	-15.6	117*
Cc1ccccc1N1C(=O)NC(=O)/C(=C/c2ccc(N3CCOCC3)o2)C1=O	-11.3	7
CC(C)N(Cc1ccco1)/N=C/c1c(O)n(Cc2ccccc2)c(=O)[nH]c1=O	-1.4	6
C[N+]1(C)C2CCC1CC(OC(=O)c1ccccc1)C2 (stereo not given)	9.1	5
CN(N)N=Nc1nc2c([nH]1)c(=O)n(C)c(=O)n2C	-34.3	6
CC(C)c1ccc(N=Nc2c(O)[nH]c(=O)[nH]c2=O)cc1	-17.2	5
CCCCn1c(O)c(C(=O)/C=C/c2ccc3c(c2)OCO3)c(=O)[nH]c1=O	-18.3	5
CCN(CC)P(=O)(Oc1ccccc1)Oc1ccccc1	-6.9	8
Cn1cccc1/C=C1\C(=O)NC(=O)N(Cc2ccccc2)C1=O	21.3	8
O=C(CN1CCCCC1)c1ccc(F)cc1	-5.8	7
CC[N+]12CCC(CC1)C(C(O)(c1ccccc1)c1ccccc1)C2 (stereo not given)	18.3	4
COc1ccc(C(=O)C2CCCN(Cc3cccc(C)n3)C2)c(OC)c1 (stereo not given)	-9.5	4
O=C1NC(=S)NC(=O)C1C1CCCCC1	-0.2	12
Cc1cccc(-n2c(O)c(/C=N/NC(=O)c3ccncc3)c(=O)[nH]c2=O)c1	5.2	7
CC(=O)c1c(O)n(-c2cccc(Cl)c2)c(=O)[nH]c1=O (tested in a mixture with another compound)	20.8	7
CCCCC(CC)COCCCN=Cc1c(O)[nH]c(=S)[nH]c1=O (stereo not given)	10.0	9
Cc1cc(/C=C2/C(=O)NC(=O)N(Cc3ccco3)C2=O)c(C)n1-c1ccccc1O	3.0	8
O=C(N/N=C/c1c(O)n(-c2ccccc2)c(=S)[nH]c1=O)c1ccccc1	1.5	6
O=C(O)c1[nH]c(=O)[nH]c(=O)c1F	6.9	3
CCOc1ccccc1-n1c(O)c(C=NCCCn2ccnc2)c(=O)[nH]c1=O	14.2	7
O=c1[nH]c(=S)[nH]c(O)c1N=Nc1ccc(S(=O)(=O)N2CCOCC2)cc1	-40.5	-4
O=C(C(=O)N1CCOCC1)c1cn(Cc2ccc(F)cc2)c2ccccc12	11.0	10
CN1C(=O)NC(=O)/C(=C/c2ccc([N+](=O)[O-])s2)C1=O	-10.9	6
O=C(N/N=C/c1c(O)n(CCc2ccc(F)cc2)c(=O)[nH]c1=O)c1ccccc1	-7.0	8
Cc1cc(/C=C2/C(=O)NC(=O)N(c3ccc(Br)cc3)C2=O)c(C)n1C	-1.6	7
O=C1CC(c2ccccc2)CN1 (stereo not given)	-3.2	3
Cc1c(N=Cc2c(O)n(C)c(=O)[nH]c2=O)c(=O)n(-c2ccccc2)n1C	15.9	6
CCC(=NCCCn1ccnc1)c1c(O)n(-c2ccccc2)c(=O)[nH]c1=O	9.6	7
CCCCn1c(O)c(C(C)=NCc2ccco2)c(=O)[nH]c1=O	5.7	5
CCOc1cccc(=NC2CCCCC2)c2c(C)[nH]c(C)c12	-23.1	6
CCOc1ccc(C2CC(c3c(O)n(C)c(=O)n(C)c3=O)=NN2)cc1 (stereo not given)	11.0	6
O=c1[nH]c(O)c(N=Nc2ccc(SC(F)F)cc2)c(=O)[nH]1	-26.2	10
c1ccc(-c2cc(-c3ccccc3)[n+](-c3ccccc3)c(-c3ccccc3)c2)cc1	22.6	6
N#CC(C#N)=NNc1ccc(-n2ccc(C(F)(F)F)n2)cc1	12.6	8
C[C@H]1CC[C@@]2(C)[C@@H](CC[C@@H]3[C@@H]2CC[C@]2(C)[C@@H](O)CC[C@@H]32)C1	11.1	11

More records.
SMILES	Pf gamet viab	Avidin bead fluor
O=C(Cc1ccccc1)N1CCN(Cc2cccc(Br)c2)CC1	1.1	7
CCCc1c(C)nc(SCC(=O)C(C)(C)C)nc1OC(=O)N(C)C	-2.0	6
CC(=Nc1ccc2c(c1)CCC2)c1c(O)n(-c2ccccc2)c(=O)[nH]c1=O	14.5	8
O=C1CN=C(c2ccc(Cl)cc2)c2oc3ccccc3c2N1	3.2	5
CC(=NCCCn1ccnc1)c1c(O)n(C2CCCCC2)c(=O)[nH]c1=O	15.8	8
Cc1c(N=Nc2c(O)n(-c3ccc(Br)cc3)c(=O)[nH]c2=O)c(=O)n(-c2ccccc2)n1C	-6.8	11
Cc1ccc(/C=C2/C(=O)NC(=O)N(Cc3ccc(F)cc3)C2=O)o1	-4.4	6
CCCCCCn1c(O)c(/C=N/N2CCCCCC2)c(=O)[nH]c1=O	-12.5	7
Cn1c(O)c(/C=N/NC(=O)c2ccncc2)c(=O)n(C)c1=S	4.6	8
CN1C(=O)C(=Cc2cccnc2)C(=O)N(C)C1=O	-7.5	6
O=C(N/N=C/c1c(O)n(Cc2ccccc2)c(=O)[nH]c1=O)c1ccncc1	-12.3	7
O=C(NC12CC3CC(CC(C3)C1)C2)OC1CN2CCC1CC2 (stereo not given)	-12.8	10

These rows are one share of the data (hit frequency here may not be typical).
